Shiga toxin inh: A qHTS for Small Molecule Inhibitors of Shiga Toxin. Vero cells, Shiga toxin protein synthesis inhibition reporter. AID 2315, 2010. 290,000 tested, 9.2% active. inhibition, % at 38.7 µM; in the data active = inhibition mostly above about 28%, no sharp cut-off; inactive = mostly below about 43%; note: 0% is about no effect
AMA1 RON2 block: qHTS for Inhibitors of AMA1-RON; Towards Development of Antimalarial Drug Lead: Primary Screen; AlphaScreen AMA1-biotinylated RON2 peptide binding; Potency, µM (highest dose often 58.2 µM), without a hit: top-dose activity change, negative = inhibition, hits mostly inhibitors; 360,000 tested, 0.2% active; AID 720542, 2013;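 note: potency is the fitted concentration of half-maximal effect; 0% = vehicle wells and -100% = peptide control; nearly all actives have a fitted effect of over 45% in size; some results filed as inactive show a strong effect at the top dose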
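AMA1 (3D7) with his tag at 25 nM final met compounds first, then biotinylated RON2 peptide at 25 nM; detection used donor plus acceptor beads, 10 µg/mL apiece, read by AlphaScreen after 30 min at room temperature.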
CHX counter: Cycloheximide Counterscreen for Small Molecule Inhibitors of Shiga Toxin; 300,000 tested, 12% active; max response, %; cell reporter, cycloheximide protein synthesis inhibition counterscreen; in the data active = max response mostly above about 13%, no sharp cut-off; inactive = mostly below about 14%; note: read at 38.3 µM for the half of the compounds with a filed dose; 0% is about no effect
TbPYK inhibitor: qHTS of Trypanosoma Brucei Inhibitors. 410,000 tested, 0.12% active. TbPYK enzyme, Kinase-Glo Plus ATP luminescence, 45 min. AID 624173, 2012. Potency, µM (series often up to 76.8 µM), for inactives: top-dose activity, negative = inhibition, hits mostly inhibitors; note: potency is the fitted concentration of half-maximal effect; % is set by controls: 0 for no effect and ±100 for the full control effect; nearly all actives have a fitted effect of over 50% in size
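ADP (130 uM final) triggers the TbPYK reaction after compound addition; incubation is 45 min at room temperature. Kinase-Glo Plus is then added and luminescence imaged. Normalized data are fitted to concentration-effect curves.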
Pf growth 48h: Primary qHTS for delayed death inhibitors of the malarial parasite plastid, 48 hour incubation; P. falciparum luciferase growth in erythrocytes, 48 h; Potency, µM (series often up to 28.7 µM), for the others: top-dose activity change, negative = inhibition, actives largely listed as inhibitors; 310,000 tested, 5.9% active; note: potency is the fitted concentration of half-maximal effect; % is set by controls: 0 for no effect and ±100 for the full control effect
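Luminescence readout; reporter = integrated firefly luciferase in P. falciparum. RBC culture at 2% hematocrit, 0.1% parasitemia final, 37 C/5% CO2; decreased signal taken as growth inhibition.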
LmPK inh: qHTS Assay for Inhibitors of Leishmania Mexicana Pyruvate Kinase (LmPK); AID 1721, 2009; Potency, µM (series often up to 57.5 µM), for inactives: top-dose activity change, negative = inhibition, hits mostly inhibitors; purified LmPK, Kinase-Glo ATP luminescence, 1 h; 290,000 tested, 0.37% active; Q27686; note: potency is the fitted concentration of half-maximal effect; % is set by controls: 0 for no effect and ±100 for the full control effect
Target sequence (Q27686 whole entry, looked up): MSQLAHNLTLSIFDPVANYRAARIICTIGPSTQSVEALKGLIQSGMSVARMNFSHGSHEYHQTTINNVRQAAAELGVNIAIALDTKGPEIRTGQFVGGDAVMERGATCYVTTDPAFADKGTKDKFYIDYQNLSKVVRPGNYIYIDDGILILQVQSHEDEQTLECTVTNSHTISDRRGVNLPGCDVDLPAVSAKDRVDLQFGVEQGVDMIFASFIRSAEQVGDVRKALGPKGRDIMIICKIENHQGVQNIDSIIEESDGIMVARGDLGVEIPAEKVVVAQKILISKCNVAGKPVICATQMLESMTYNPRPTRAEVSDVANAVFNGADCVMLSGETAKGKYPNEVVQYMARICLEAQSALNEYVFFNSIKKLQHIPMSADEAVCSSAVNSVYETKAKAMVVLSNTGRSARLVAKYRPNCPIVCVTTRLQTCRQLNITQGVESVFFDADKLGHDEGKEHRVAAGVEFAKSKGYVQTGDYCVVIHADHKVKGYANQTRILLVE
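Screened at intermediate enzyme activity to detect both inhibitors and activators: LmPK at 0.1 nM, with a 0.5 nM enzyme column as activation reference. PEP 0.5 mM, ADP 0.1 mM; ATP detected by luminescence after 1 h.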
Pf growth 96h: Primary qHTS for delayed death inhibitors of the malarial parasite plastid, 96 hour incubation | P. falciparum luciferase reporter growth, 96 h | Potency, µM (titrated, usually from 28.7 µM), inactives show at the top dose activity change, negative = inhibition, usual class: inhibitors | 320,000 tested, 6.9% active; note: potency is the fitted concentration of half-maximal effect; % is set by controls: 0 for no effect and ±100 for the full control effect
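P. falciparum expressing integrated firefly luciferase grown in erythrocytes (2% hematocrit, 0.05% parasitemia final) with compounds for 96 hours at 37 C, 5% CO2. Growth inhibition read as loss of luminescence after adding luciferase detection reagent.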
Starred values were filed as active, the others as inactive; i = inactive; ? = inconclusive; nt = not tested or not shown; & = joins results of further samples; [ ] = another dose, or the depositor's remark. Unless noted, calls come from the whole dose curve; as a rule, active = well fitted curve in the direction sought with a large enough effect; inconclusive = small, poorly fitted or top-dose-only effect, or another doubt; inactive = no such curve, though single readings can be large; an effect the other way counts as inactive or inconclusive. Random draw from the library; overall some 21% were active at least once.

SMILES	Shiga toxin inh	AMA1 RON2 block	CHX counter	TbPYK inhibitor	Pf growth 48h	LmPK inh	Pf growth 96h
CC1CCCN(S(=O)(=O)c2ccc(C(=O)NC(C)c3ccccc3)cc2)C1 (centres undefined)	nt	-23.4%	nt	4.7%	?	nt	1.9%
CCn1c(O)c(/C=N/N=C/c2ccccc2)c2ccc(C3=NNC(=O)CC3)cc21	-10.3	-6.7%	-1.3	0.9%	nt	2.7%	?
O=C(NCCN1CCN(c2ccccc2F)CC1)c1ccc2nc3ccccc3c(=O)n2c1	-9.3	6.4%	-5.5	-6.2%	?	0.0%	-28.6%
COc1ccc2nc(NC(=O)CN(c3ccc(C)cc3)S(=O)(=O)c3c(C)nn(C)c3C)sc2c1	11.3	-13.3%	13.5	1.2%	11.7µM*	-3.9%	2.62µM*
Cn1c(=O)[nH]c(=O)c2c1nc(NC1CCCCC1)n2CC(=O)NC1CCCCC1	-12.6	nt	-2.3	nt	3.6%	-0.4%	-25.8%
CC(C)(C)NC(=O)CSCc1c(Cl)cccc1Cl	14.0	3.8%	10.2	0.1%	9.2%	-2.0%	22.3%
O=C(NCC1CCCO1)C(c1cccs1)N(Cc1ccccc1)C(=O)c1ccc(-c2ccccc2)[nH]1 (centres undefined)	-4.6	?	5.2	4.9%	?	-2.2%	i
NC(=O)c1ccsc1NC(=O)CCS(=O)(=O)c1ccc(F)cc1	nt	3.7%	nt	0.0%	?	nt	-1.5%
COC(=O)CSc1nnc(CNC(=O)c2ccccc2OC)n1C	-7.5	6.2%	-2.1	-4.8%	40.8%[activator]	-3.8%	nt
Cc1ccc(Nc2nc(C)c(CCC(C)C)c(=O)[nH]2)cc1	3.9	-4.3%	15.4	4.6%	?	1.5%	16.6%
Cc1cc(C)c2cc(C#N)c(NCCNC(=S)NCCCN3CCOCC3)nc2c1	-22.5	5.6%	-2.8	-2.0%	?	4.5%	?
Cc1ccc(Cc2cnc(N)s2)o1	13.0	?	-0.9	-6.9%	0.0%	-1.8%	-9.0%
CCCCc1cc(C)c(S(=O)(=O)c2ccccc2C)c(=O)[nH]1	-9.9	-1.4%	-2.0	-4.2%	-10.6%	0.7%	-11.2%
Fc1ccccc1CNc1nc(-c2cccnc2)nc2ccccc12	-6.7	4.5%	-8.9	-1.2%	11.7µM*	-0.6%	5.22µM*
COc1cccc(CN2CCN(Cc3nc(-c4cccc(F)c4F)oc3C)CC2=O)c1	3.6	13.1%	-2.4	-5.7%	13.1µM*	0.7%	?
c1ccc(Cc2nnc(N3CCCCC3)c3ccccc23)cc1	60.3	-4.4%	33.9	-0.4%	52.9%[activator]	2.0%	?
Cn1cc(/C=C(\C#N)C(=O)Nc2ncc(Cc3ccc(Cl)cc3)s2)c2ccccc21	-8.3	-0.3%[2.32 µM]	-2.7	-14.2%	64.9%[activator]	2.1%	?
O=C(O)c1ccc(CSc2nc3ccc(NC(=O)c4ccccc4C(=O)O)cc3s2)cc1	26.6	-10.8%	13.4	-18.5%	-9.6%	-3.0%	-0.8%
O=C(Nn1cnnc1)c1ccccc1Cl	-19.0	-10.1%	-3.3	3.6%	2.7%	4.4%	8.28µM*
Cc1ccc(C)c2[nH]c(=O)c(CCNC(=O)CCc3ccccc3)cc12	4.7	0.7%	1.9	2.2%	-4.8%	1.0%	5.5%
Cc1occc(=O)c1O	1.9	25.1%	-3.2	-0.4%	-6.0%	4.1%	12.1%
CC1CC(C)CN(S(=O)(=O)c2ccccc2[N+](=O)[O-])C1 (centres undefined)	-14.6	-15.4%	0.8	-6.3%	-22.9%	1.5%	-2.8%
COc1ccccc1C(=O)Nc1ccccc1N1CCCCC1	14.5	16.0%	0.2	-4.5%	-4.9%[0.00184 µM]	1.8%	57.6%[activator]
CC(=O)c1ccc(NS(=O)(=O)c2ccc(-c3cnc(C4CC4)o3)cc2)cc1	-6.1	-11.0%	-4.4	7.3%&-7.2%	34.0%[activator]	-1.2%	-27.1%
COc1cc(-c2nc(-c3ccccc3)c(-c3cccs3)[nH]2)cc(OC)c1OC	-26.1	-6.5%	-1.3	6.8%	?	3.5%	nt
CNC(=O)C1=C(C)NC(=S)NC1c1cc2c(cc1OC)CCCC2 (centres undefined)	-9.0	0.6%	-1.8	-9.9%	-7.7%	-1.8%	20.7%
COc1cc2[nH]c(C(=O)N3CCC(Cc4ccccc4)CC3)cc2c(OC)c1OC	-1.8	-12.0%	-0.6	-2.1%	3.29µM*	3.0%	3.7µM*
CC1CC(=O)N(CC(=O)Nc2cccc(Cl)c2)c2ccccc2S1(=O)=O (centres undefined)	-4.7	-4.3%	-1.5	1.9%	3.8%	0.0%	-29.7%
O=C(c1ccc(Cl)c(S(=O)(=O)N2CCCC2)c1)N1CCN(c2ccccn2)CC1	-19.0	-25.3%	-2.5	-2.0%	nt	6.7%	?
COc1ccc(NC(=O)CCCCCN2C(=O)CCC2=O)cc1Cl	20.2	-0.9%	-1.1	0.6%	nt	-4.8%	-33.1%
CC(=O)c1cccc(NC(=S)NC(=O)c2ccc(C)cc2Cl)c1	90.4*	-1.7%	37.8*	-8.2%	0.0%	5.8%	?
CCCCOC(=O)c1ccc(NC(=O)CSc2nnnn2C)cc1	1.3	-0.9%	1.8	0.1%	0.0%	1.5%	10.4%
O=C(Nc1cccc(-c2nnc(-c3ccco3)o2)c1)c1ccccc1	31.8	-5.8%	2.6	3.7%	-17.0%[5.75 µM]	2.5%	-13.1%
COc1ccc(NC(=O)c2ccc(OC(=S)N(C)c3ccc(OC)cc3)cc2)cc1	11.1	2.1%	-1.4	1.6%	-5.9%	-0.2%	74.0%[activator]
CN(C)S(=O)(=O)c1ccc(Cl)c(NC(=O)COC(=O)C2CCCO2)c1 (centres undefined)	-6.7	-0.6%	-8.3	0.2%	-9.8%	3.5%	15.2%
CCCCN(C)S(=O)(=O)c1ccc(C(=O)Nc2nnc(CSC)o2)cc1	-18.9	100.8%[activator]	-1.2	3.5%	?	-0.3%	13.1µM*
C/C=C/c1ccc(OCCOc2cccc3cccnc23)c(OC)c1	36.1	-26.6%	21.6*	6.1%	39.1%[activator]	2.5%	4.9%
Cc1ccc(C(=O)Nc2cccc(NC(=O)CN3CCCCC3)c2)cc1	nt	-12.8%	13.9*	-1.7%	-5.5%	-22.5%	1.0%
CCSc1nnc(-c2ccc(S(=O)(=O)N3CCOCC3)cc2)n1C	-4.0	49.6%[activator]	-3.5	1.9%	-25.0%	-10.9%	?
O=C(Nc1ccc(F)c(F)c1)c1cccnc1	-8.2	-6.6%	1.1	2.9%	nt	7.4%	10.4µM*
CC(C)Cn1cc(C(=O)N2CCN(c3ccccn3)CC2)c2c3ccccc3n(C)c2c1=O	2.4	-4.0%	-1.0	-3.1%	7.38µM*	-1.8%	9.28µM*
Cc1cc(C)c(C)c(OC(=O)c2sc(Cl)nc2C)c1	18.7	3.2%	-1.2	0.0%	-28.0%	-2.6%	-18.8%
CS(=O)(=O)n1nc(-c2ccccc2)nc1NCc1ccco1	7.1	0.6%	13.9	1.7%	32.6%[activator]	0.6%	40.2%[activator]
COC(=O)c1ccc(C(=O)Nc2ccc3c(c2)C(=O)NC3=O)cc1	-10.1	3.6%	2.6	-10.6%	-6.2%	0.7%	-12.6%
CC(O)C(NS(=O)(=O)c1ccc(Cl)cc1)C(=O)OCC(=O)c1c[nH]c2ccccc12 (centres undefined)	-3.6	-13.3%	-4.2	7.6%	-13.9%	2.6%	0.2%
COc1cc(C(=O)N(C)c2nnc(-c3cccnc3)s2)cc(OC)c1OC	-4.6	nt	-2.9	nt	-21.1%	-10.8%	-4.6%
O=C(O)CCN1c2ccccc2Sc2ccccc21	-7.5	-6.3%	-2.7	2.3%	1.9%	-1.5%	63.8%[activator]
Cc1cc(NCCCO)n2c(nc3ccccc32)c1C#N	-18.4	11.5%	-3.7	-7.3%	10.4µM*	-3.5%	?
CCCC/C(=N\NC(=O)c1ccc(Br)o1)c1ccccc1	46.0*	2.6%	31.6*	-5.2%	?	4.7%	?
O=c1cccc2n1CC1CC2CN(C(c2cccc(F)c2)c2sc3ncnn3c2O)C1 (centres undefined)	-2.2	-6.2%	-2.7	1.3%	16.5%	0.5%	-12.6%

Sorted by number of heavy atoms (highest first): 3 of the compounds above.
SMILES	Shiga toxin inh	AMA1 RON2 block	CHX counter	TbPYK inhibitor	Pf growth 48h	LmPK inh	Pf growth 96h
CCCCc1cc(C)c(S(=O)(=O)c2ccccc2C)c(=O)[nH]1	-9.9	-1.4%	-2.0	-4.2%	-10.6%	0.7%	-11.2%
CC(C)(C)NC(=O)CSCc1c(Cl)cccc1Cl	14.0	3.8%	10.2	0.1%	9.2%	-2.0%	22.3%
Cc1ccc(Cc2cnc(N)s2)o1	13.0	?	-0.9	-6.9%	0.0%	-1.8%	-9.0%

Remaining list, next part.
SMILES	Shiga toxin inh	AMA1 RON2 block	CHX counter	TbPYK inhibitor	Pf growth 48h	LmPK inh	Pf growth 96h
O=C(O)CC1(CC(=O)Nc2ccccc2N2CCOCC2)CCCC1	-5.8	-3.6%	0.4	7.0%	62.4%[activator]	6.2%	52.0%[activator]
O=C(Nc1ccccc1F)NC1CCCCCCC1	98.1*	-11.5%	57.3*	-4.4%	113.5%[activator]	-2.1%	15.5%
CC(C)(C)C(=O)N1CCN(c2nc3ccccc3s2)CC1	76.1*	1.9%	57.0*	-3.7%	115.9%[activator]	-0.3%	179.2%[activator]
CCN(CC(=O)Nc1c(F)cccc1F)C(=O)c1ccc(S(=O)(=O)NCc2ccco2)cc1	nt	0.6%	nt	4.7%	14.5%	nt	34.2%[activator]
CCc1c(C(=O)NC2CCCCC2)[nH]c(C)c1C(C)=O	13.6	-6.8%	4.7	4.2%	-4.7%	-2.6%	-6.0%
CC(=O)Nc1ccc(NC(=O)c2cc(-c3ccc(C)cc3O)n[nH]2)cc1	26.9	9.6%	2.5	9.8%	?	8.8%	?
COc1cccc(C(=O)NCCN2CCN(c3ccc(Cl)cc3)CC2)c1	nt	2.4%	nt	-1.2%	?	nt	8.9%
Cc1ccc(SCC(=O)OCC(=O)NC2CCCCCCC2)cc1	nt	28.8%	nt	6.0%	-22.6%	nt	6.7%
COc1cnc(-c2ccccc2)nc1Oc1cccc(C)c1	-17.2	18.4%	-4.4	-5.5%	6.1%	3.8%	-0.6%
Cc1ccc(NC(=O)Cn2cc(C(F)(F)F)cc(Cl)c2=O)cc1Cl	23.5	53.8%[activator]	-2.3	0.3%	20.2%	-1.4%	58.9%[activator]
COC(=O)c1cccc(COC(=O)CNC(=O)c2ccco2)c1	-12.7	-1.5%	-2.8	nt	0.9%	-3.1%	61.1%[activator]
CCOC(=O)c1c(NC(=O)C2CCCCC2)sc2c1CCN(CC)C2	4.6	-5.9%	-1.0	-1.9%	?	-4.8%	-14.5%
CCN(CC)C(=O)c1sc2nc(-c3ccccc3)ccc2c1N	165.3*	26.8%	63.5*	-4.4%	189.4%[activator]	3.7%	-39.8%
